Bioassay records as filed in PubChem.
Mtb RmlCD inh: M. tuberculosis RmlC/RmlD coupled enzyme inhibitors, primary screen, biochemical, compound mixtures, 384-well, from 1536-well plates; dTDP-4-dehydrorhamnose reductase (Mycobacterium tuberculosis (strain ATCC 25618 / H37Rv)) …; RmlC+RmlD coupled enzyme assay, percent inhibition; primary screen in compound mixtures; actives 0.03% (n = 160,000); inhibition, % at 3.6 µM; AID 1533, 2009; in the data active means inhibition mostly above about 34%, no sharp cut-off; further: some results filed as inactive read as strong as hits
Target sequence (P9WH09 whole entry, looked up): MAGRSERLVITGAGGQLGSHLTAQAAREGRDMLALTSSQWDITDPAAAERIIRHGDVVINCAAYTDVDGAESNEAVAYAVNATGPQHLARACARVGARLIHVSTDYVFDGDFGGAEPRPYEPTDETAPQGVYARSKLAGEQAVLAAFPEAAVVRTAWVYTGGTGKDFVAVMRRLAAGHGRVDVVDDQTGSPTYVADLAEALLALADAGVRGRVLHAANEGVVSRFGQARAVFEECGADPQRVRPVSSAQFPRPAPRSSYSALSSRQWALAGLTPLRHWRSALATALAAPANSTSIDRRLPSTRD
Target sequence (P9WH11 whole entry, looked up): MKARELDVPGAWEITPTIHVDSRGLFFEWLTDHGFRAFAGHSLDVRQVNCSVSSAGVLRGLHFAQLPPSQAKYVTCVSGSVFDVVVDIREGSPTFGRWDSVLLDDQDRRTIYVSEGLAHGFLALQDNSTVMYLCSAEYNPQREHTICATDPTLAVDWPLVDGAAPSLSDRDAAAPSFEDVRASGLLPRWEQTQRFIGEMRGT
M. tuberculosis GlmU: inhibition of mycobacterial GlmU enzyme – biochemical, glucosamine-1-phosphate acetyltransferase (AID 1376) | actives 0.25% (n = 220,000) | M. tuberculosis GlmU acetyltransferase enzyme assay; higher % means a stronger effect | one-dose inhibition, %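 (tested at 30 µM in the primary screen)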; IC50 in µM for titrated hits | Bifunctional protein GlmU (Mycobacterium tuberculosis (strain ATCC 25618 / H37Rv)); in the data active means inhibition above about 13%;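 further: 0% = complete reaction with vehicle and 100% = reaction without substrate; strong numbers were not always called active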
* marks the source's active call; other numbers are inactive results; . = not tested or not shown. This is a subset (hit frequency here may not be typical).

SMILES | Mtb RmlCD inh | M. tuberculosis GlmU
CCOc1ccc(S(=O)(=O)N(C)c2ccc(OCC(=O)NCc3cccnc3)cc2)cc1 | 5 | 4.8%
Cc1ncsc1CCSc1n[nH]c(=O)n1-c1ccccc1 | 4 | -3.6%
CCOC(=O)c1[nH]nc2c1C(=O)N(Cc1ccccc1)C2=O | . | -2.4%
COc1cccc(CN(C)C(=O)c2cc(COc3c(F)cccc3F)on2)c1 | 11 | -5.5%
CCc1nnc(NC(=O)CCC(=O)NCCc2ccc(OC)c(OC)c2)s1 | 26 | 2.2%
CC1(C)CC(=O)C2=C(C1)N(Cc1cccnc1)C(=O)C2(NC(=O)c1cccnc1)C(F)(F)F (stereo not given) | -3 | 5.4%
CCCC(C(=O)NCc1ccco1)N(C(=O)CNS(=O)(=O)c1ccc(Cl)cc1)C1CCCC1 (stereo not given) | . | 1.4%
c1cncc(-c2nc(-c3ccco3)cs2)c1 | 19 | -4.0%
CCC(C)NC(=O)c1ccc(C2SCC(=O)N2Cc2ccccc2)cc1 (stereo not given) | -9 | 5.5%
C/C=C(\C)C(=O)N1CC2(CC(c3cccc(NC(=O)CCCCC)c3)=NO2)C[C@@H]1C(N)=O (stereo not given in full) | . | -0.3%
COCCN(C(=O)CSc1nc2nc(C)cc(C)n2n1)c1c(N)n(Cc2ccccc2)c(=O)[nH]c1=O | 14 | -8.9%
O=C(Cn1nnc(-c2ccccc2)n1)c1ccccc1 | 5 | -3.8%
Cc1cnc(C(=O)OCC(=O)Nc2ccc(C)c(S(=O)(=O)N3CCCCC3)c2)cn1 | 8 | 2.0%
CCC(C)[C@H](N)c1nnc(SCc2cccc(F)c2)o1 (stereo not given in full) | -4 | -2.7%
COc1cc2c(cc1OC)C(c1cc3cc4c(cc3[nH]c1=O)OCO4)N(C(=O)C(C)C)CC2 (stereo not given) | . | 6.2%
O=C(CN1CCN(S(=O)(=O)c2ccc(Br)cc2)CC1)Nc1ccc(F)cc1 | 10 | -5.7%
OC(CCNCCc1c[nH]c2ccccc12)C(F)(F)F (stereo not given) | -7 | 0.8%
CC(OC(=O)c1cccs1)C(=O)NCc1cccs1 (stereo not given) | 6 | -4.6%
CCCCOC(=O)Nc1nnc(Cc2ccc(Cl)cc2)s1 | . | 0.5%
CCn1nnnc1SCCSc1nnnn1CC | -1 | 1.6%
COc1ccccc1CNC(=O)CSc1nc2nc(C)cc(C)n2n1 | 7 | 0.8%
Cc1nn(Cc2ccccc2)c(C)c1NC(=O)Cn1nc([N+](=O)[O-])c(Cl)c1C | -4 | 4.4%
Cc1ccc(F)c([C@H]2[C@@H]3C=CCC[C@@]3(C)C(=O)N2Cc2ccccc2)c1 | . | 0.9%
CC(C)C(c1nnnn1Cc1ccccc1)N1CCC(C(N)=O)CC1 (stereo not given) | . | 1.4%
COc1ccc(-c2cc(C#N)nc(NN)n2)cc1 | 3 | -5.1%
Cc1cc(C)c2nc(-c3ccccn3)cc(C(=O)Nn3cnnc3)c2c1 | -21 | -3.4%
CCOC(=O)C(=O)NC(C)c1ccccc1 (stereo not given) | -2 | 9.3%
CN1CCN(c2nc3c(c(=O)[nH]c(=O)n3C)n2CCCSc2ncccn2)CC1 | -8 | 1.9%
N=c1n(CCCOc2ccccc2Cl)c2ccccc2n1CC(N)=O | 1 | 3.0%
COc1ccc(C2c3[nH]c4ccccc4c3CCN2C(=O)c2ccc(=O)n(C)n2)c(F)c1 (stereo not given) | 11 | -0.8%

Retrieved by structure from the entries so far:
SMILES | Mtb RmlCD inh | M. tuberculosis GlmU
Cc1nn(Cc2ccccc2)c(C)c1NC(=O)Cn1nc([N+](=O)[O-])c(Cl)c1C | -4 | 4.4%
COc1ccc(-c2cc(C#N)nc(NN)n2)cc1 | 3 | -5.1%
COc1ccc(C2c3[nH]c4ccccc4c3CCN2C(=O)c2ccc(=O)n(C)n2)c(F)c1 (stereo not given) | 11 | -0.8%

Other compounds follow.
SMILES | Mtb RmlCD inh | M. tuberculosis GlmU
Cc1cc(C(C)(C)C)oc1C(=O)N1CCN(C(=O)c2oc(C(C)(C)C)cc2C)CC1 | 49 | -3.4%
Cc1cc(Nc2ccccc2N2CCOCC2)n2ncnc2n1 | . | 3.1%
Cc1ccc2c(CC(=O)OC(C)C(=O)NCc3ccc4c(c3)OCO4)coc2c1 (stereo not given) | -4 | 0.9%
CC(=O)NC1=NN(C(C)=O)C(C)(CCS(=O)(=O)c2ccc(Cl)c(Cl)c2)S1 (stereo not given) | -5 | -4.0%
CCCCNC(=O)N1CCN(C/C=C/c2ccccc2)CC1 | -8 | 4.6%
Cc1ccc(NC(=O)C2CCN(S(=O)(=O)c3ccc(F)cc3)CC2)cc1 | -2 | 2.6%
CCOC(=O)N1CCN(C(=O)COc2cc(=O)n(CC)c3ccccc23)CC1 | . | 2.7%
CC(C)(C)OC(=O)NCc1ccc(NC(=O)c2nc[nH]c2C(=O)N[C@@H](Cc2ccccc2)C(=O)OC(C)(C)C)cc1 | -3 | -0.7%
Cc1ccnc(N2C(=O)c3cccc4c([N+](=O)[O-])ccc(c34)C2=O)c1 | 5 | -2.4%
O=C1c2ccccc2C(=O)N1CCN1CCOCC1 | -11 | -5.4%
COC(=O)CSc1nc(NC(C)C)nc(N(C)C)n1 | -5 | .
CCC(SC1=Nc2ccccc2C2=NC(CC(C)C)C(=O)N12)C(=O)Nc1ccc2c(c1)OCO2 (stereo not given) | 14 | -1.4%
CC(C)NS(=O)(=O)c1ccc(OCC(=O)N2CCN(Cc3ccccc3)CC2)cc1 | . | -0.1%
CCn1c(SCC(=O)Nc2cc(C)on2)nnc1-c1ccc(S(=O)(=O)N2CCCC2)cc1 | 5 | -0.5%
O=C(Nc1ccccc1C(=O)N1CCCCC1)C1CCCCC1 | . | 6.4%
Cc1cccc(Cn2cnc3c(nnn3Cc3ccccc3F)c2=O)c1 | . | 6.6%
O=C(NC1=NCCS1)c1ccc(Cl)c(S(=O)(=O)N2CCCCC2)c1 | . | 0.7%
COc1ccc2c(c1)C(c1cccs1)=NNC(c1cccnc1)=N2 | 4 | 8.9%
CCOc1ccc(NC(=O)CSc2nnc(-c3ccccn3)n2N)cc1 | -3 | 2.2%
COc1ccc(CC(=O)NCc2nnc(SCC(=O)c3ccc(OC)cc3)n2C)cc1 | 23 | 1.0%
CC(=O)Nc1ccc(OCC(O)Cn2ccnc2C)cc1 (stereo not given) | -2 | -7.2%
COC(=O)c1sc(-c2ccccc2)cc1NC(=O)C1CC1 | 21 | -2.5%
Cc1c(C(=O)N2CCOCC2)sc(NC(=O)c2ccc3c(c2)OCO3)c1C#N | . | 2.1%
N#Cc1c(N)n(CCNC(=O)c2ccc(Cl)cc2)c2nc3ccccc3nc12 | . | 7.3%
O=C(NNC1CC(=O)N(c2ccc(F)cc2)C1=O)c1cccnc1 (stereo not given) | -3 | 1.9%
CCOC(=O)COc1ccc2c(=O)c(-c3ccccc3OC)coc2c1 | -1 | -0.2%
O=C(CC1CCCCC1)N1CCCC(c2nc(-c3ccc(S(=O)(=O)N4CCCC4)cc3)no2)C1 (stereo not given) | 75 | -2.0%
COc1ccc(-n2cc(-c3ccccc3)c3c(N4CC(C)OC(C)C4)ncnc32)cc1 (stereo not given) | 3 | -3.6%
CC(C)(C)c1ccc(NC(=S)NCc2cccnc2)cc1 | 1 | 1.3%
Cc1[nH]c2ccc(-c3n[nH]c(=S)n3Cc3ccccc3)cc2c1C | -10 | 5.4%
Cc1ccc(NC(=O)CCC(=O)NNC(=O)c2ccco2)c(C)c1 | -1 | 0.9%
CNC(C(=O)c1ccccc1)C(OC(C)=O)c1cccc([N+](=O)[O-])c1 (stereo not given) | . | 2.1%
COc1ccccc1N1CCN(C(=O)CCSCc2ccccc2F)CC1 | 8 | 3.2%
CN(C)C(=O)c1cn(-c2ccc(Cl)cc2)c(=O)c2ccccc12 | -12 | 1.5%
Cc1ccc(-n2ncc3c(=O)[nH]c(SCC(=O)N4CCN(c5ccccc5)CC4)nc32)cc1 | . | 1.7%
COc1cc(OC)c(OC)cc1CN1CCCC(C(=O)c2ccc3c(c2)OCO3)C1 (stereo not given) | 27 | -8.6%
CC1(C)Cc2c(c(-c3ccccc3)nc(N3CCCC3)c2C(N)=O)CO1 | 1 | 0.5%
Cc1ccc(NC(=O)Nc2ccc3c(c2)N(C)C(=O)CS3)nc1 | . | -0.7%
O=C1CSC(c2ccccn2)N1c1ccc(Br)cc1 (stereo not given) | 4 | -3.4%
COc1ccc(-c2cc(C(=O)NN)n(-c3ccccc3)n2)cc1 | -2 | 1.3%
Cc1nc(C(=O)O)sc1C1(C)CC(c2cccc([N+](=O)[O-])c2)=NO1 (stereo not given) | . | -2.2%
C/C=C/c1ccc(OCCN2CCc3ccccc3C2)c(OC)c1 | . | 1.2%
N#CCC(=O)N1CCCCCC1 | 15 | .
CCn1c(Cn2nnc(-c3ccccc3)n2)nnc1SCC(=O)N1CCOCC1 | -9 | 5.6%
CC(=O)Nc1cccc2c1C(=O)N(c1cccc(OC(C)=O)c1)C2=O | -18 | -3.8%
Cc1cc(C)c(C)c(S(=O)(=O)N2CCCCC2C(=O)O)c1C (stereo not given) | 9 | 2.9%
COc1ccc2c(c1)c(=O)oc1c(C)c(OCc3cc(C(=O)O)oc3C)ccc12 | 1 | 4.4%
O=C(Nc1ccccc1)c1cnc2ccccc2n1 | -2 | -7.2%
CCc1cc(-c2ccc3c(c2)COc2c4ccccc4nn2-3)on1 | . | -0.6%
CSc1ccc(C(=O)/C=C/c2ccc(N)cc2)cc1 | 6 | -7.1%

Continuation.
SMILES | Mtb RmlCD inh | M. tuberculosis GlmU
CCOC(=O)NC(=O)/C(C#N)=C/c1ccc(N(C)C)cc1 | 91 | -1.7%
CCOC(=O)CC(NC(=O)Cn1nnc(-c2ccccc2F)n1)c1ccc(OC)cc1 (stereo not given) | 20 | -1.6%
COc1ccc(N=C2SC(CC(=O)Nc3ccccc3)C(=O)N2CCN2CCOCC2)cc1 (stereo not given) | 12 | -3.1%
O=C(CN1CCN(c2ccc(Cl)cc2[N+](=O)[O-])CC1)N1CCOCC1 | -9 | 2.4%
COCCN1Cc2cccc(C(=O)Nc3cccnc3)c2C1=O | 15 | .
CCOC(=O)CNc1nc(Cl)nc(N2CCCCC2)n1 | 6 | 2.4%
CC/C(=N\NC(=O)c1ccc(N(C)C)cc1)c1ccccc1 | 39 | -4.0%
O=C(CSC(=S)N1CCOCC1)Nc1ncc2c(n1)CCCC2=O | 7 | -4.0%
Cn1c(N)c(C(c2ccccc2)c2c(N)n(C)c(=O)n(C)c2=O)c(=O)n(C)c1=O | -4 | -2.0%
CC(=O)Nc1ccc(S(=O)(=O)N2CCSC2c2ccccc2)cc1 (stereo not given) | -7 | 0.7%

5 structures from above, arranged by length of the SMILES, ascending:
SMILES | Mtb RmlCD inh | M. tuberculosis GlmU
CCOC(=O)CNc1nc(Cl)nc(N2CCCCC2)n1 | 6 | 2.4%
CCOC(=O)NC(=O)/C(C#N)=C/c1ccc(N(C)C)cc1 | 91 | -1.7%
CCOC(=O)CC(NC(=O)Cn1nnc(-c2ccccc2F)n1)c1ccc(OC)cc1 (stereo not given) | 20 | -1.6%
COc1ccc(N=C2SC(CC(=O)Nc3ccccc3)C(=O)N2CCN2CCOCC2)cc1 (stereo not given) | 12 | -3.1%
Cn1c(N)c(C(c2ccccc2)c2c(N)n(C)c(=O)n(C)c2=O)c(=O)n(C)c1=O | -4 | -2.0%

Some values from the results shown:
Reading of CC/C(=N\NC(=O)c1ccc(N(C)C)cc1)c1ccccc1 in Mtb RmlCD inh: 39
Reading of CCOC(=O)CNc1nc(Cl)nc(N2CCCCC2)n1 in Mtb RmlCD inh: 6
Reading of O=C(CN1CCN(c2ccc(Cl)cc2[N+](=O)[O-])CC1)N1CCOCC1 in Mtb RmlCD inh: -9
Reading of COCCN1Cc2cccc(C(=O)Nc3cccnc3)c2C1=O in Mtb RmlCD inh: 15
Reading of CC(=O)Nc1ccc(S(=O)(=O)N2CCSC2c2ccccc2)cc1 (stereo not given) in M. tuberculosis GlmU: 0.7%
Reading of CCOC(=O)CC(NC(=O)Cn1nnc(-c2ccccc2F)n1)c1ccc(OC)cc1 (stereo not given) in Mtb RmlCD inh: 20

(further entries)
SMILES | Mtb RmlCD inh | M. tuberculosis GlmU
COc1ccc(N2C(=O)[C@@H]3[C@H](C2=O)[C@H](C(C)=O)N2c4ccccc4C=C[C@@H]32)cc1 | 4 | -2.2%
CC(C)C(=O)Nc1ccc(NC(=O)c2cc3ccccc3o2)cc1 | -1 | 0.3%
O=C(O)/C=C/C(=O)NNC(=O)c1ccc(Br)cc1 | 11 | 1.9%
COc1cccc(-c2noc(-c3ccoc3C)n2)c1 | 0 | 0.9%
OCCN(Cc1ccccc1)CC1CC2C=CC1C2 (stereo not given) | -8 | 1.8%
Cc1ccc2c(C(=O)CN3CCOCC3)c(C)[nH]c2c1 | 25 | 2.7%
Cc1cccc(NC(=O)c2ccccc2Br)n1 | 9 | 0.1%
CN(c1ccc(C(=O)NCc2ccc3c(c2)OCO3)cc1)S(=O)(=O)c1ccccc1 | -6 | 0.6%
Nc1c(C(=O)c2ccccc2O)cnn1-c1ccc(S(=O)(=O)N2CCOCC2)cc1[N+](=O)[O-] | 0 | -3.3%
CN1CCC(NC(=S)Nc2cccc([N+](=O)[O-])c2)CC1 | -11 | -0.5%
COc1ccc(NC(=O)C2CCCN(S(=O)(=O)c3c(C)n[nH]c3C)C2)cc1 (stereo not given) | 5 | -0.5%
